# RGS4 inhibitor = human RGS4 inhibition. P49798. Transcreener GDP fluorescence polarization, RGS4-accelerated GTP hydrolysis. Potency, µM (series often up to 114 µM), without a hit: top-dose activity change, negative = inhibition, actives largely listed as inhibitors. 390,000 compounds, 0.039% hits. AID 504845; further: on the % scale 0 is the no-effect control and ±100 the full control effect; nearly all actives have a fitted effect of over 75% in size; some results filed as inactive show a strong effect at the top dose
#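 MLSMR compounds (23 nl, pin-transferred) preincubated 10 min at room temperature with a 500nM (2x) first reagent, then RGS4 at 900nM (2x) plus Transcreener GDP mix added; fluorescence polarization (620/688 nm) read before and after 90 min at 30 °C.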
# TrxR1 inh = inhibitors of rat thioredoxin reductase 1. O89049. recombinant rTrxR1, NADPH fluorescence consumption, selenite substrate. Potency, µM (top dose mostly 114 µM), for inactives: at the top dose activity change, negative = inhibition, actives largely listed as inhibitors. AID 588453. 390,000 compounds, 1% hits; further: on the % scale 0 is the no-effect control and ±100 the full control effect; nearly all actives have a fitted effect of over 65% in size
#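 Rat TrxR1 (90 nM in the dispensed reagent) was pre-reduced with 400 uM NADPH for 5 min at room temperature, then incubated with compound for 15 min. After 400 uM selenite was added, NADPH fluorescence (Ex 340/Em 450 nm) was followed for 8 min.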
# USP1-UAF1 inh = USP1/UAF1 (human) deubiquitinase inhibition; O94782; recombinant USP1/UAF1, Ub-Rhodamine cleavage fluorescence; Potency, µM (doses to about 57.1 µM), without a hit: at the highest dose activity change, negative = inhibition, usual class: inhibitors; 390,000 compounds, 0.23% hits; AID 743255; further: on the % scale 0 is the no-effect control and ±100 the full control effect; nearly all actives have a fitted effect of over 60% in size; inactives centre near -12
#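 USP1/UAF1 complex (1 nM) preincubated 15 min at room temperature with compound, then Ub-Rho substrate (150 nM final) added. Kinetic fluorescence at 480/540 nm over 6 reads at 60 s intervals; 50 mM HEPES pH 7.8, 0.5 mM EDTA, 0.1 mg/ml BSA, 1 mM TCEP, 0.01% Tween-20.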
# TrxR1 substrate = substrates of rat thioredoxin reductase 1 | O89049 | purified TrxR1 substrate turnover, NADPH consumption readout | Potency, µM (highest dose often 114 µM), without a hit: at the top dose activity change, negative = substrate turnover | 390,000 compounds, 0.01% hits | AID 588456; further: on the % scale 0 is the no-effect control and ±100 the full control effect; nearly all actives have a fitted effect of over 50% in size
#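 Rat TrxR1, dispensed at 90 nM, was prereduced with 400 uM NADPH (final) for 5 min at ~22 deg C, then incubated with compound 15 min before 400 uM selenite. A first-read NADPH fluorescence drop versus no-compound background flagged substrates.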
# ALOX12 inh = ALOX12 (human) lipoxygenase inhibition; purified 12hLO, xylenol orange hydroperoxide absorbance; Potency, µM (doses to about 108 µM), without a hit: top-dose activity change, negative = inhibition, most hits filed as inhibitors; AID 1671190; 580,000 compounds, 1.1% hits; P18054; further: on the % scale 0 is the no-effect control and ±100 the full control effect
# Target sequence (P18054 whole entry, looked up): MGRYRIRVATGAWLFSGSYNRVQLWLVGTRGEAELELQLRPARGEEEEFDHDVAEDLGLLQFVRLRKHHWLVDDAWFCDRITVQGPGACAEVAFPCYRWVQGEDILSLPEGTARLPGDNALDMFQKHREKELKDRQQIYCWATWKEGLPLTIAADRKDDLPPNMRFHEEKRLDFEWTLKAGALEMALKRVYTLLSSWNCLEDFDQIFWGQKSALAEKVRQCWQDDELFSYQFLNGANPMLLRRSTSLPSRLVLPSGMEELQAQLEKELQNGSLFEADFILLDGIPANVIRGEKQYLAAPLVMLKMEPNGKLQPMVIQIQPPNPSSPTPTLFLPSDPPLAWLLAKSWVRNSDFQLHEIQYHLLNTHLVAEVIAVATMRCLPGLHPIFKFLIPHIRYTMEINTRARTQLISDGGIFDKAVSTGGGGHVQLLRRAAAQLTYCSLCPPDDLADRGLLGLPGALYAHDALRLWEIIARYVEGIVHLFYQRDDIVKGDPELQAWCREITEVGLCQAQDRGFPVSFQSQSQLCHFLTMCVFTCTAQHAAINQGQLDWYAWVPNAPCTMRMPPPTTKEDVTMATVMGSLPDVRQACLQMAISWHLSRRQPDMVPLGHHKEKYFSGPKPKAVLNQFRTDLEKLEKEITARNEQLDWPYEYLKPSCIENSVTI
#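 Purified human 12hLO at 150 nM in 25 mM Hepes, 0.01% Triton X-100, pH 7.0, preincubated 15 min at room temperature with compound. Reaction started with 40 uM arachidonic acid, 30 min at room temperature. Hydroperoxide measured by Fe-xylenol orange, 573/405 nm absorbance ratio.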
# RXFP1 ag = agonists of human relaxin receptor RXFP1 | 370,000 compounds, 0.3% hits | Q9HBX9 | AID 2676 | HEK293T-RXFP1 cAMP TR-FRET, 30 min; response scale: percent of porcine relaxin response, buffer zero | Potency, µM (doses to about 57.5 µM), without a hit: at the highest dose activation, usual class: activators; further: on the % scale 0 is the no-effect control and ±100 the full control effect; nearly all actives have a fitted effect of over 60% in size; many of its hits are not listed in these tables
#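 HEK293 cells stably expressing RXFP1, treated 30 min at 37C with compounds plus PDE4 inhibitor Ro 20174; cAMP measured by HTRF TR-FRET. Normalized to buffer and 29 nM porcine relaxin; EC50 by Hill fit.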
# Vif-APOBEC3G blk = inhibitors of Vif-APOBEC3G interaction | Q9HC16 | HeLa A3G-eYFP + Vif (tagged APOBEC3G with the HIV-1 protein that degrades it), YFP fluorescence, overnight | Potency, µM (doses to about 46.1 µM), for inactives: top-dose activity, negative = active, hits mostly inhibitors | 410,000 compounds, 0.076% hits | AID 602310;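 further: on the % scale 0 is the no-effect control and ±100 the full control effect; nearly all actives have a fitted effect of over 60% in size; hits raise eYFP signal because A3G escapes Vif-driven loss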
#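 HeLa cells stably expressing Vif and C-terminally eYFP-tagged A3G, seeded overnight at 37 deg C, then exposed to compound by pintool overnight at 37 deg C. Rise in yellow fluorescence (Ex 488/Em 500-530, Acumen) marks blocked Vif-driven A3G degradation.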
# IDH1 R132H inh = human IDH1 R132H inhibition; O75874; IDH1-R132H enzyme, NADPH consumption, diaphorase/resazurin fluorescence; Potency, µM (doses to about 76.6 µM), for inactives: top-dose activity change, negative = inhibition, hits mostly inhibitors; 390,000 compounds, 0.093% hits; AID 602179; further: on the % scale 0 is the no-effect control and ±100 the full control effect; nearly all actives have a fitted effect of over 65% in size
# Target sequence (O75874 whole entry R132H, stated change not applied): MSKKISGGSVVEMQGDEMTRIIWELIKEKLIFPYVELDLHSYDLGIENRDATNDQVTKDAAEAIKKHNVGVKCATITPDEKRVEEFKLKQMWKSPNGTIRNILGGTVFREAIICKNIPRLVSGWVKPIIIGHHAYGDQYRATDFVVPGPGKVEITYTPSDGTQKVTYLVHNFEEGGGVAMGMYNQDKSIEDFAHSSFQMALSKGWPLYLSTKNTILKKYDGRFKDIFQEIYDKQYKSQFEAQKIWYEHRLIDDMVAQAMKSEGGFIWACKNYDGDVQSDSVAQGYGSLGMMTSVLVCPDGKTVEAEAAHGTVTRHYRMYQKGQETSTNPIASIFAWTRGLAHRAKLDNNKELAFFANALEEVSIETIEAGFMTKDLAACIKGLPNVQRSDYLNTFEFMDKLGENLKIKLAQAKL
#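 IDH1-R132H (0.5 ug/mL) preincubated 30 min with compound, then NADPH (0.016 mM) and alpha-KG (2 mM) added; 80 min at RT, pH 7.5. Remaining NADPH coupled via diaphorase/resazurin to fluorescence (540/590 nm); concentration-response curves normalized to no-enzyme control.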
# Vif-A3F inh = inhibitors of Vif-A3F interaction; HeLa A3F-eYFP + Vif (tagged APOBEC3F with the HIV-1 protein that degrades it), YFP fluorescence increase; Potency, µM (series often up to 46.1 µM), for inactives: at the top dose activity, negative = active; 390,000 compounds, 0.2% hits; AID 602313; further: % of control where 0% means no effect; nearly all actives have a fitted effect of over 65% in size
#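 HeLa cells stably expressing A3F-eYFP plus Vif, plated and incubated overnight at 37 deg C, then exposed to compounds overnight at 37 deg C. Blocked degradation read as raised yellow fluorescence (Ex 488/Em 500-530).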
# * hit, by the source's call; u = inconclusive; x = no result given; & = joins results of further samples; [ ] = remark or other dose. The call rests on the fitted dose curve; in most records, active means well fitted curve in the direction sought with a large enough effect; inconclusive means small, poorly fitted or top-dose-only effect, or another doubt; inactive means no such curve, though single readings can be large; an effect the other way counts as inactive or inconclusive. Potency means the concentration at half of the fitted maximal effect. An excerpt; count on the stated rates, not on these rows.
SMILES,RGS4 inhibitor,TrxR1 inh,USP1-UAF1 inh,TrxR1 substrate,ALOX12 inh,RXFP1 ag,Vif-APOBEC3G blk,IDH1 R132H inh,Vif-A3F inh
Cc1ccc(OCC(=O)N(C)CC(=O)Nc2ccc(N3CCOCC3)cc2)cc1,28%,2%,-15%,-3%,-3%,0.0%,-3%,-8%,-5%
CCN(CC)S(=O)(=O)c1ccc(Cl)c(C(=O)Nc2ccc(Cl)cc2[N+](=O)[O-])c1,-14%,-8%,-22%,-8%,-23%,-0.6%,2%,4%,-9%
O=S(=O)(Nc1ccccn1)c1ccc(C(F)(F)F)cc1Cl,19%,18%,2%,3%[57.1 µM],392%[activator],2.2%,1%,-3%,3%
CSc1ccc(NC(=O)c2cccnc2)cc1C#N,-5%,10%,-19%,2%,2%,0.1%,1%,-7%,12%
Cc1cc(C)cc(OCC(=O)OCC(=O)Nc2cc(C)nn2-c2ccccc2)c1,-9%,-7%,1%,-6%,0%,-1.2%,1%,10%,4%
N/C(=N\OC(=O)COc1ccc(Br)cc1)c1cccc([N+](=O)[O-])c1,33%,14%[57.1 µM],18%,12%[57.1 µM],79%[activator],-0.8%,0%,0%,9%
Cc1onc(-c2ccccc2Cl)c1C(=O)NCc1ccccn1,-2%,14%,-14%,12%,4%&1%,-0.2%,0%,5%,1%
Cc1ccc(N(C)S(=O)(=O)c2cccc(C(=O)N3CCN(Cc4ccccc4)CC3)c2)cc1,-6%,-20%,-10%,-3%,26%,x,3%,-4%,-1%
CCOc1cc(/C=N/O)ccc1OCc1ccccc1F,-11%,-8%,-14%,-8%,11%,0.7%,0%,-4%,-26%
COc1cc(/C=C/C(=O)OCC(=O)NCCC2=CCCCC2)cc(OC)c1OC,-10%,14%[57.1 µM],-17%,14%[57.1 µM],-8%,x,0%,4%,6%
COc1ccc([N+](=O)[O-])cc1C1NN=C(c2cccc3ccccc23)S1 (stereo not drawn),-12%,1%,-10%,3%,-15%,1.2%,-1%,5%,-1%
O=C(c1ccoc1)N1CCCC(N2CCN(c3ccc(F)cc3)CC2)C1 (stereo not drawn),4%,24%,-20%,6%,12%,0.9%,0%,3%,-8%
CCCNC(=O)CN1C(=O)c2cccnc2Sc2ccccc21,-2%,6%[57.1 µM],2%,0%[57.1 µM],2%,1.6%,-4%,-7%,-6%
CC(C)=CC(=O)OCC(=O)Nc1ccc(SC(F)F)cc1,-6%,14%[57.1 µM],-12%,2%[57.1 µM],-12%,-1.3%,2%,3%,-11%
CCOc1ccccc1C(=O)Nc1c(NC)c2ccccc2oc1=O,-6%,7%,-14%,2%,-8%&-14%,1.8%,0%,-7%,0%
Cc1ccc2oc(C(=O)Nc3ccc(S(=O)(=O)Nc4ncccn4)cc3)c(C)c2c1,-10%,9%,-14%,10%,-15%,6.7%,-8%,6%,0%
Cc1ccc(S(=O)(=O)N2CCOCC2)cc1C(=O)N1CC(C)OC(C)C1 (stereo not drawn),21%,22%[11.4 µM],-2%,5%[11.4 µM],-2%,0.2%,2%,-1%,-4%
COc1cccc(CNC(=O)C(C)n2ncn3cccc3c2=O)c1OC (stereo not drawn),1%,32%[activator],-1%,30%,-11%,10%,-4%,4%,-5%
C/C(=N/NC(=O)Nc1ccccc1)c1ccc(C)cc1,-9%,11%,-19%,5%,-23%,1.0%,0%,6%,-3%
CC(c1nccs1)N(C)C(=O)c1ccc(OC2CCN(CCc3ccccc3)CC2)cc1 (stereo not drawn),15%,-15%,-4%,-14%,-27%,-2.6%,2%,4%,-7%
CCOC(=O)C1Cc2c([nH]c3ccccc23)CN1 (stereo not drawn),-4%[11.4 µM],10%[57.1 µM],-15%,10%[57.1 µM],u,-1.0%,-2%,4%,0%
CCC(C)c1ccc(S(=O)(=O)N2CCN(C(=O)CN3C(=O)NC(C)(C4CC4)C3=O)CC2)cc1 (stereo not drawn),x,x,-20%,x,2%,x,4%,4%,0%
O=S(=O)(c1ccccc1)N1CCC2(CC1)OCCN2S(=O)(=O)c1cccs1,-32%,0%,-18%,-1%,1%,-2.7%,1%,10%,-1%
COc1cccc(N2CCN(Cc3nc4scc(-c5ccccc5)c4c(=O)[nH]3)CC2)c1,0%,22%[57.1 µM],-12%,-10%,-1%,-0.1%,8.9µM*,6%,-20%
Cc1c(NC(=O)c2ccc(NC(=O)C3CC3)cc2)cccc1C(=O)O,13%,19%,-8%,0%,-10%,0.6%,2%,-7%,3%
O=C1CC(c2ccccc2Oc2cccc(Cl)c2)C(n2cncn2)C(=O)C1C1NCCc2ccccc21 (stereo not drawn),-18%[56.9 µM],18%[57.1 µM],-2%,4%[57.1 µM],32µM*,0.0%,1%,0%,-13%
CCCCCCc1c(C)[nH]c2nc3ccccc3n2c1=O,-1%,4%,5%,-3%,0%,-0.6%,0%,4%,-1%
COC(=O)c1ccc2c(=O)n(CC3CCCO3)c(SCC(=O)NCCc3ccc(S(N)(=O)=O)cc3)nc2c1 (stereo not drawn),-29%,4%,-23%,0%,-4%,3.2%,8%,8%,3%
O=CN1CCN(C(=O)COc2ccc(Cl)cc2Br)CC1,21%,1%,2%,-4%,-15%,0.7%,1%,-9%,3%
Cc1cccc(C)c1OCC(=O)NCC1(N(C)C)CCCCC1,7%,8%,-10%,-4%,1%,-1.7%,-2%,43%[activator],-12%
CCOC(=O)COc1nc(N(C)C)nc(N(C)C)n1,13%,4%,-14%,10%[57.1 µM],4%,0.5%,-4%,2%,8%
O=C(Cc1ccccc1)Nc1ncnc2c1C(c1ccccc1)c1c(ccc3ccccc13)O2 (stereo not drawn),-15%,6%[57.1 µM],x,7%[57.1 µM],15%,x,-17%,x,-4%
COc1ccc(NS(=O)(=O)c2cc(N)ccc2N2CCCC2)cc1,-4%,9%[57.1 µM],-14%,11%[57.1 µM],5%,x,u,-2%,9%
Cn1c(=O)n(Cc2ccccc2F)c(=O)c2c1nc1n2CCCN1CCc1ccccc1,-8%,4%[57.1 µM],3%,9%[57.1 µM],6%,0.2%,3%,6%,6%
Cc1cc(C)n(C(=O)Cn2nc(C)c(Br)c2C)n1,-33%,6%[57.1 µM],-7%,-10%,5%,0.8%,0%,6%,-10%
O=C(Cc1ccccc1F)Nc1cc(S(=O)(=O)N2CCOCC2)ccc1N1CCCC1,0%,22%,-6%,3%,-4%,x,8%,-7%,0%
CCCCCCCCCc1nc2sc3c(c2c(=O)n1NC(=O)c1ccccc1[N+](=O)[O-])CC(C)(C)OC3,-18%,22%[57.1 µM],-24%,-1%[57.1 µM],-3%,2.5%,-4%,9%,-4%
Cc1ccc(C)c(NC(=O)Cn2c(=O)n(Cc3ccc4c(c3)OCO4)c(=O)c3ccccc32)c1,-34%,16%,-8%,0%,-27%,0.9%,3%,3%,-1%
Cc1ccc(CN2CCN(Cc3cnn(-c4ccc(Cl)cc4)c3)CC2CCO)o1 (stereo not drawn),-48%,-9%,-19%,0%,u,-0.3%,0%,0%,-6%
Oc1ccc(-c2nc3ccc(Cl)cn3c2Nc2ccc3c(c2)OCO3)cc1,8%,25%,-9%,0%,u,4.1%,1%,-3%,6%
COc1ccc(C2C(C(N)=O)=C(C)Nc3nc(-c4cccc(Cl)c4)nn32)cc1OC (stereo not drawn),-29%,1%,-10%,1%,0%,4.0%,1%,-2%,-15%
O=C(NCc1ccccn1)Nc1ccccc1C(F)(F)F,20%,13%,-4%,5%,-3%,-0.6%,-3%,-8%,-13%
O=C(CSc1nnnn1Cc1ccccc1)c1ccc(F)cc1,-16%,19%,-20%,4%,-14%,7.0%,0%,-1%,1%
COc1ccc(-c2nc3c(c(=O)[nH]c(=O)n3Cc3ccccc3)n2CCO)cc1,-27%,7%[57.1 µM],1%,31%[57.1 µM],-10%,3.8%,3%,-11%,13%
COC(=O)C1=CN(CC2CCCO2)C=C(C(=O)OC)C1c1ccccc1C(F)(F)F (stereo not drawn),5%,51%[activator],-19%,189%[activator],0%[57.4 µM],4.6%,-2%,3%,-5%
CCc1nnc(NC(=O)CSc2nc(-c3ccc(F)cc3)cc(-c3ccccc3)c2C#N)s1,-8%,25%,-23%,11%,-30%,6.0%,-4%,-2%,-8%
Cc1ccc(OCC(=O)Nc2ccc(Cl)c(-c3nc4ncccc4o3)c2)c(C)c1,4%,12%[57.1 µM],0%,-3%[57.1 µM],-6%,0.8%,-1%,-3%,0%
COc1ccc(C(=O)/C=C/c2ccc(C)cc2)c(OC(=O)c2ccc([N+](=O)[O-])cc2)c1,-6%,0%,-8%,1%,42%[activator],-0.5%,0%,3%,x

# Ordered by molar mass (rising): part of the list above.
SMILES,RGS4 inhibitor,TrxR1 inh,USP1-UAF1 inh,TrxR1 substrate,ALOX12 inh,RXFP1 ag,Vif-APOBEC3G blk,IDH1 R132H inh,Vif-A3F inh
O=C(NCc1ccccn1)Nc1ccccc1C(F)(F)F,20%,13%,-4%,5%,-3%,-0.6%,-3%,-8%,-13%
O=C(CSc1nnnn1Cc1ccccc1)c1ccc(F)cc1,-16%,19%,-20%,4%,-14%,7.0%,0%,-1%,1%
COc1ccc(NS(=O)(=O)c2cc(N)ccc2N2CCCC2)cc1,-4%,9%[57.1 µM],-14%,11%[57.1 µM],5%,x,u,-2%,9%

# High-throughput results: PubChem, National Center for Advancing Translational Sciences (NCATS)
